Screening data: PubChem BioAssay, several laboratories
HIV fusion peptide = cell-free HIV fusion peptide-binding blockers – biochemical, uHTS, fluorescence dequenching, primary screen (AID 1986); cell-free peptide binding, fluorescence dequenching, 30 min; higher % means a stronger effect; inhibition, % at 20 µM; hits with a dose series show IC50 in µM; actives 0.3% (n = 290,000); in the data active = inhibition mostly above about 52%, no sharp cut-off; inactive = mostly below about 76%; also: some results filed as inactive read as strong as hits
AID2073 = disruptors of CaV2.2 binding to Mint1 – biochemical, HTRF (AID 2073) | HTRF protein-protein interaction, Mint1-CaV2.2; higher % means a stronger effect | inhibition, % at 20 µM, or IC50 in µM where a hit was titrated | actives 0.19% (n = 290,000); in the data active = inhibition mostly above about 51%, no sharp cut-off; inconclusive = no clear call, values can overlap the other calls; inactive = mostly below about 53%; also: some results filed as inactive read as strong as hits
Rac1 GTP hydrolysis = MgcRacGAP GTPase-activating activity inhibitors, confirmation, biochemical, ADP Hunter fluorescence; AID 624330; actives 0.6% (n = 340,000); MgcRacGAP-stimulated Rac1 GTP hydrolysis, ADP Hunter fluorescence; higher % means a stronger effect; GST-tagged Rac1 F28L mutant substrate; inhibition, % at 30 µM; hits with a dose series show IC50 in µM;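 active = first-screen hits whose inhibition reached a set limit at any dose in the follow-up dose series; inconclusive = inhibition above the set first-screen limit but never retested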;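 also: fluorescence reports GDP produced by GAP-driven GTP hydrolysis; strong numbers were not always called active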
RSV CPE inhibition = RSV antiviral activity via CPE protection, HEp-2 cells, primary 10 µM value included (AID 2391). HEp-2 cells, RSV-induced CPE inhibition; higher % means a stronger effect. one-dose CPE inhibition, % at 10 µM; IC50 in µM for titrated hits. actives 0.13% (n = 310,000); in the data active = a potency from the dose series; inconclusive = CPE inhibition mostly from about 23% at the one dose, without a potency; inactive = the rest, 99 in 100 with CPE inhibition below about 21%; also: strong numbers were not always called active
Large T inhibition = SV40 large T antigen inhibitors, biochemical (AID 1903). SV40 large T antigen ATPase/helicase inhibition assay; higher % means a stronger effect. one-dose inhibition, % at 20 µM; IC50 in µM for titrated hits. actives 0.39% (n = 310,000); in the data active = a potency from the dose series; inconclusive = inhibition mostly from about 32% at the one dose, without a potency; inactive = the rest, 99 in 100 with inhibition below about 32%; also: strong numbers were not always called active
LYP phosphatase = inhibitors of LYP phosphatase, biochemical, fluorescence intensity, uHTS (AID 1779). inhibition, % at 11.5 µM, or IC50 in µM where a hit was titrated. recombinant LYP phosphatase, fluorescence intensity; higher % means a stronger effect. actives 0.054% (n = 290,000); in the data active = inhibition above about 50%;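 also: plate controls were vehicle with enzyme for no effect and no enzyme for full effect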
Dengue-2 NS5 capping = Dengue-2 NS5 methyltransferase inhibitors, primary screen, biochemical, confirmation dose response (AID 588689); actives 0.3% (n = 340,000); Dengue-2 NS5 methyltransferase capping enzyme assay, biochemical; higher % means a stronger effect; inhibition, % at 25 µM; hits with a dose series show IC50 in µM; in the data active = a potency from the dose series; inconclusive = inhibition above about 29% without an active follow-up result
Siah-1 displacement = blockers of Siah-1 interaction with plectin peptide – biochemical, fluorescence polarization, rhodamine-plectin, uHTS, primary screen (AID 1817); Siah-1 / rhodamine-plectin peptide fluorescence polarization; higher % means a stronger effect; displacement, % at 20 µM; hits with a dose series show IC50 in µM; actives 0.02% (n = 290,000);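 active = displacement of at least 50% at 20 µM, with a fluorescence ratio check between 0.3 and a set limit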;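 also: plate controls were Siah plus tracer with DMSO for no effect and tracer alone without Siah for full effect; strong numbers were not always called active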
XIAP antagonists = small molecules displacing peptide from XIAP – biochemical, IAP family, fluorescence polarization (AID 1018). actives 0.007% (n = 200,000). displacement, % at 20 µM, or IC50 in µM where a hit was titrated. XIAP BIR domain, fluorescence polarization peptide displacement; higher % means a stronger effect; in the data active = displacement above about 50%; also: a part of the inactive calls stands beside numbers as strong as those of hits
* marks the source's active call; other numbers are inactive results; ? = inconclusive; . = not tested or not shown.

| HIV fusion peptide | AID2073 | Rac1 GTP hydrolysis | RSV CPE inhibition | Large T inhibition | LYP phosphatase | Dengue-2 NS5 capping | Siah-1 displacement | XIAP antagonists | Structure |
| --- | --- | --- | --- | --- | --- | --- | --- | --- | --- |
| -0.9% | -1% | 1% | 0.7% | 10% | -4% | -1% | 0% | -7.2% | CC(C)(C)NC(=O)C(c1ccc(F)cc1)N(Cc1ccco1)C(=O)Cn1nnc(-c2cccs2)n1 (stereo not drawn) |
| 36% | 5% | 10% | 6.2% | 7% | -6% | 28% | -5% | -5.6% | C/C(=N\NC(=O)c1cccc(Cl)c1)C1C(=O)c2ccccc2C1=O |
| 3.6% | -1% | 4% | 0.9% | 2% | -7% | -1% | 1% | -4.4% | COC(=O)C(NC(=O)c1ccco1)(Nc1ccc(Br)cn1)C(F)(F)F (stereo not drawn) |
| -0.1% | 4% | 2% | 1.1% | . | -2% | -2% | 2% | . | CC(C)[C@@H](C(=O)NC1CC1)N1C(=O)N2CCc3c([nH]c4ccccc34)[C@@]2(C)C1=O |
| 0.2% | 0% | 7% | -0.4% | 5% | -8% | 3% | 4% | -11% | CC1CC1C(=O)OCC(=O)c1c(N)n(C)c(=O)n(C)c1=O (stereo not drawn) |
| -1.1% | 14% | -10% | 0.5% | 18% | -8% | 1% | -2% | -18% | O=C(Nc1ccc(S(=O)(=O)Nc2ncccn2)cc1)c1cncc(Br)c1 |
| 0.4% | 0% | 10% | 8.7% | 10% | 2% | -3% | -1% | . | Cc1cc(-c2ccc(C(C)C)c(S(=O)(=O)N3CCC(C)CC3)c2)on1 |
| 1.1% | 3% | 6% | -0.2% | 1% | -10% | 1% | 5% | -3.6% | CCOC(=O)N1CCN(C(=O)CSc2ccc(-c3ccncc3)nn2)CC1 |
| -0.7% | ? | 4% | 0.8% | 4% | -1% | 3% | 4% | -4.4% | O=C(O)CCSc1nnc(COc2ccc([N+](=O)[O-])cc2)n1-c1ccccc1 |
| -1.2% | -9% | 3% | -0.9% | 1% | 2% | -21% | -3% | -3.0% | NC(=O)COc1ccccc1/C=C1/SC(=O)N(CC(=O)N2CCc3ccccc3C2)C1=O |
| 4.1% | 15% | 4% | -1.1% | -5% | 3% | -6% | 0% | -5.4% | Cc1cc(C)n(-c2nc(NC(C)(C)C)nc(NC(C)(C)C)n2)n1 |
| 3.0% | -6% | -5% | 0.5% | 14% | -8% | -3% | 0% | 3.8% | CC(OC(=O)c1cc2sccc2n1C)C(=O)NCc1ccco1 (stereo not drawn) |
| -1.1% | 11% | 8% | -2.2% | 3% | -5% | 1% | -3% | -4.4% | CCN1CCN(CCCNC(=O)c2ccc3c(c2)NC(=O)c2ccccc2S3)CC1 |
| 1.3% | 10% | -6% | 4.2% | 9% | -6% | -3% | -1% | . | Cc1ccc(C)c(N2CCN(C(=O)c3ccc(N4CCCC4=O)cc3)CC2)c1 |
| -0.8% | -13% | 2% | 2.4% | 15% | 0% | -6% | 2% | -1.2% | Cc1ccc(CSCC(=O)N2CCN(c3ccc(F)cc3)CC2)cc1 |
| 18% | 19% | 25% | 0.5% | 10% | 6% | -21% | 2% | -6.3% | Cc1ccc(-n2nc3c(c2NC(=O)c2ccc(Br)o2)CSC3)c(C)c1 |
| 4.1% | 32% | . | 0.8% | 27% | -7% | . | -2% | -1.5% | COc1ccc(C2C=C(c3ccccc3)Nc3nc(NC(C)=O)nn32)cc1 (stereo not drawn) |
| -0.2% | 4% | 13% | -1.3% | 24% | -2% | 1% | 0% | 1.8% | Cc1ccc(-c2nnc(SCc3ccc(C#N)cc3)n2Cc2ccco2)cc1 |
| -1.4% | 22% | 4% | 5.0% | 4% | -4% | -3% | 4% | 5.0% | CCOC(=O)c1c(C2COc3ccccc3O2)csc1NC(=O)c1ccccc1 (stereo not drawn) |
| -1.9% | 10% | 6% | 0.1% | 6% | -5% | -2% | -3% | -2.2% | CC(=O)C1=C(O)C(=O)N(C2CCCCC2)C1c1ccccc1 (stereo not drawn) |
| 1.8% | 14% | 9% | 1.7% | 6% | -3% | -10% | 2% | -1.5% | O=C(NCC(O)c1ccccc1)c1cccc(S(=O)(=O)N2CCOCC2)c1 (stereo not drawn) |
| 0.6% | -8% | 19% | 0.9% | 0% | -2% | 3% | 2% | -3.2% | CCc1ccc(N2C(=O)/C(=C/c3cccs3)N(CC(=O)OC)C2=S)cc1 |
| 0.2% | 14% | 15% | 0.8% | 16% | 0% | -5% | 1% | . | O=C(NC(=S)NCCc1ccccc1)c1cccc(Cl)c1 |
| -2.0% | -1% | 6% | 0.9% | 11% | -3% | -1% | 7% | -1.1% | CCc1ccccc1NC(=O)CN(C)C(=O)CSc1nn(-c2ccccc2)c(=S)s1 |
| . | . | -6% | -1.6% | 10% | . | 0% | . | . | CN(C1CCCCC1)S(=O)(=O)c1cc2c3c(c1)CCN3C(=O)CC2 |
| 0.8% | 9% | 14% | -0.5% | 5% | -4% | -4% | -2% | -7.0% | COC(=O)c1ccc(CSc2cc(C)c3ccccc3n2)o1 |
| -0.5% | 12% | 1% | 0.1% | 9% | 1% | -2% | 4% | -4.3% | COc1cc(NC(=O)COC(=O)c2nc3nc(C)cc(C)n3n2)cc(OC)c1 |
| -1.3% | 3% | 3% | -0.4% | 13% | -6% | -2% | 2% | -22% | CCOC(=O)C1CN(S(=O)(=O)c2ccc(OC)cc2)c2cc(CC(=O)OC)ccc2O1 (stereo not drawn) |
| -0.6% | 10% | 6% | -0.1% | 13% | -9% | -10% | -6% | 1.3% | Cc1nc(-c2cn[nH]c2)c2cc(C)oc2n1 |
| -1.8% | 18% | 6% | 17% | -4% | 10% | -2% | -3% | -0.9% | O=C(CN1CCN(S(=O)(=O)c2ccc(Br)cc2)CC1)N/N=C/c1cc([N+](=O)[O-])ccc1Cl |
| 1.2% | -17% | 9% | 1.5% | 8% | -1% | -3% | -6% | 2.1% | O=C(CSc1nnc(CNc2cccc(C(F)(F)F)c2)n1Cc1ccco1)NCc1ccco1 |
| 1.1% | 8% | 26% | -0.3% | 10% | -3% | 1% | 3% | -2.9% | COCCNCC(=O)Nc1ccc(OC(F)(F)F)cc1 |
| 1.0% | -10% | 6% | 0.5% | 3% | -5% | -12% | 0% | -5.6% | CCc1nnc(NC(=O)CSc2nnc(CNC(=O)c3cc(OC)c(OC)c(OC)c3)o2)s1 |
| -1.7% | 4% | 11% | 1.4% | -29% | -8% | -6% | -8% | -1.6% | COC1=C(Nc2ccccc2)C(=O)c2ccccc2C1=O |
| -2.3% | 4% | 10% | -2.2% | 0% | -11% | -9% | 1% | -7.3% | COc1ccc(CN2CCN(Cc3cccc(OC)c3)C(CCO)C2)cc1 (stereo not drawn) |
| 3.8% | -4% | 11% | -0.3% | 8% | -13% | 0% | 0% | . | CCC(=O)N1CCc2cc(Br)cc(S(=O)(=O)N3CCCC(C(=O)O)C3)c21 (stereo not drawn) |
| 3.2% | 6% | 6% | 0.9% | -3% | -6% | -4% | 1% | -9.8% | Cc1cccc(N2CCN(S(=O)(=O)c3ccc4c(c3)CCN4C(=O)CCC(=O)O)CC2C)c1 (stereo not drawn) |
| 4.1% | 4% | 0% | 2.2% | 18% | 1% | -10% | -1% | . | COc1ccc(C)cc1Nc1n[n+](-c2ccccc2)c(-c2cccc(Cl)c2Cl)s1 |
| 1.8% | 9% | -3% | 8.3% | 0% | -13% | 4% | -6% | . | CC(C)Cc1ccc(CN2CCCC(NC(=O)c3ccoc3)C2)cc1 (stereo not drawn) |
| . | . | 11% | 1.4% | 0% | . | 3% | . | . | Cc1cnc(C(=O)OCC(=O)c2ccc(Br)s2)cn1 |

10 structures from above, ordered by length of the SMILES, highest first.
| HIV fusion peptide | AID2073 | Rac1 GTP hydrolysis | RSV CPE inhibition | Large T inhibition | LYP phosphatase | Dengue-2 NS5 capping | Siah-1 displacement | XIAP antagonists | Structure |
| --- | --- | --- | --- | --- | --- | --- | --- | --- | --- |
| -1.8% | 18% | 6% | 17% | -4% | 10% | -2% | -3% | -0.9% | O=C(CN1CCN(S(=O)(=O)c2ccc(Br)cc2)CC1)N/N=C/c1cc([N+](=O)[O-])ccc1Cl |
| 3.2% | 6% | 6% | 0.9% | -3% | -6% | -4% | 1% | -9.8% | Cc1cccc(N2CCN(S(=O)(=O)c3ccc4c(c3)CCN4C(=O)CCC(=O)O)CC2C)c1 (stereo not drawn) |
| -1.3% | 3% | 3% | -0.4% | 13% | -6% | -2% | 2% | -22% | CCOC(=O)C1CN(S(=O)(=O)c2ccc(OC)cc2)c2cc(CC(=O)OC)ccc2O1 (stereo not drawn) |
| 1.2% | -17% | 9% | 1.5% | 8% | -1% | -3% | -6% | 2.1% | O=C(CSc1nnc(CNc2cccc(C(F)(F)F)c2)n1Cc1ccco1)NCc1ccco1 |
| 4.1% | 4% | 0% | 2.2% | 18% | 1% | -10% | -1% | . | COc1ccc(C)cc1Nc1n[n+](-c2ccccc2)c(-c2cccc(Cl)c2Cl)s1 |
| 3.8% | -4% | 11% | -0.3% | 8% | -13% | 0% | 0% | . | CCC(=O)N1CCc2cc(Br)cc(S(=O)(=O)N3CCCC(C(=O)O)C3)c21 (stereo not drawn) |
| -2.3% | 4% | 10% | -2.2% | 0% | -11% | -9% | 1% | -7.3% | COc1ccc(CN2CCN(Cc3cccc(OC)c3)C(CCO)C2)cc1 (stereo not drawn) |
| -1.7% | 4% | 11% | 1.4% | -29% | -8% | -6% | -8% | -1.6% | COC1=C(Nc2ccccc2)C(=O)c2ccccc2C1=O |
| 1.1% | 8% | 26% | -0.3% | 10% | -3% | 1% | 3% | -2.9% | COCCNCC(=O)Nc1ccc(OC(F)(F)F)cc1 |
| -0.6% | 10% | 6% | -0.1% | 13% | -9% | -10% | -6% | 1.3% | Cc1nc(-c2cn[nH]c2)c2cc(C)oc2n1 |

Following part:
| HIV fusion peptide | AID2073 | Rac1 GTP hydrolysis | RSV CPE inhibition | Large T inhibition | LYP phosphatase | Dengue-2 NS5 capping | Siah-1 displacement | XIAP antagonists | Structure |
| --- | --- | --- | --- | --- | --- | --- | --- | --- | --- |
| 2.3% | 2% | 5% | ? | 8% | -5% | . | 4% | -3.8% | Cc1ccc(CSc2nnc(CNc3ccc(F)cc3)o2)cc1 |
| 4.0% | 34% | 9% | 4.2% | 29% | -2% | -4% | -2% | . | O=C(O)/C=C/c1cn(-c2ccccc2)nc1-c1ccccc1 |
| 0.2% | 6% | 4% | 0.7% | 0% | -6% | -5% | 6% | -6.0% | Cc1ccc2c(c1)nnn2C1CCN(S(=O)(=O)c2ccc(C(=O)NC3CCCC3)cc2)CC1 |
| -0.2% | -8% | 9% | 0.8% | 0% | -8% | -5% | 1% | -4.9% | O=C(O)/C=C\C(=O)Nc1ccccc1C(=O)N1CCN(c2ccc(Cl)cc2)CC1 |
| 0.9% | -5% | -2% | ? | 11% | 4% | -9% | 4% | -3.3% | Cc1nc(-c2ccccc2)sc1-c1nc(-c2cccnc2)ncc1S(=O)(=O)c1ccccc1 |
